# Cneo AK release: Cryptococcus neoformans lysis via adenylate kinase release; C. neoformans lysis, adenylate kinase release luminescence, 4 h; normalised: neutral wells 0, clomiphene wells 100; lysis activity, % at 15 µM; 0.2% of 360,000 active;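 active = mean lysis activity across replicates of at least 80%, whatever share of replicates individually reach that level; inactive = mean lysis activity below 80%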
#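 Assay system: Cryptococcus neoformans yeast cells / Dosing: single-point compound dose / Timing: 4 h at 37 °C static, read 1 h later / Measured by: luminescence of released adenylate kinase using an AK detection reagent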
# INS-1E GSIS act: primary screen for activators of insulin secretion dependent on glucose, INS-1E cells, GLuc reporter luminescence; INS-1E GLuc reporter insulin secretion, 2-3 h; 0.61% of 370,000 active; activation, % at 16.6 µM;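 active = lowest replicate activation of at least 40%, so every replicate reaches that level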;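 note: 0% = median of neutral control wells and 100% = median of IBMX positive control wells; some compounds called inactive have numbers as strong as hits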
# ARNT-TACC3 inh: disruptors of human ARNT/TACC3 interaction; Q9Y6A5; AlphaScreen His-ARNT PAS-B/GST-TACC3 binding, luminescence; TACC3 fragment carries E629A point mutation; inhibition, % at 9.99 µM; 0.66% of 390,000 active;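 active = mean inhibition of replicates at least 50% and at least half of replicates each reaching 50%; inconclusive = half or more replicates reach 50% but mean below 50%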;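 note: 0% = complete ARNT plus TACC3 wells and 100% = ARNT alone without TACC3; many hits fall short of the cut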
# LGR2 antag: Drosophila LGR2 receptor signaling inhibition | HEK293 LGR2, CRE-luciferase, bursicon-stimulated, 4 h | 0.35% of 380,000 active | inhibition, % at 9.99 µM;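 active = drop in luminescence signal, shown as inhibition above about 50% in the replicate tests, limit read from the data, passing the limit was not always enough; inconclusive = probably only some replicates passing the limit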;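 note: agonist challenge used bursicon conditioned medium at about half maximal strength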
# PGC1a acetyl inh: modulators of PGC1a acetylation; U2OS PGC1a acetylation, AlphaScreen anti-acetyl-lysine; with virally co-expressed GCN5 acetyltransferase; 0.17% of 350,000 active; inhibition, % at 15.6 µM; AID 651687;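 active = every replicate shows inhibition of at least 40%; inconclusive = mean inhibition at least 40% but some replicate below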;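 note: 0% = neutral control wells and 100% = positive control wells; some results beyond the cut were filed as inactive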
# PAX8 inh HTS: PAX8 transcriptional activity inhibition | RMG-I TPO-luciferase reporter, SteadyGlo, 24 h | inhibition, % at 12.6 µM | 1.2% of 360,000 active;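 active = mean replicate inhibition at least 60% with every replicate also reaching 60%; inconclusive = only one of the two criteria is met; inactive = mean below 60% and not all replicates reaching 60%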;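 note: luciferase light reporting Pax8 driven TPO promoter activity; plate controls were median of neutral control wells for no effect and mitoxantrone controls for full effect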
# PglD inh: inhibitors of Campylobacter jejuni PglD acetyltransferase; AID 602405; 0.098% of 360,000 active; purified PglD enzyme, DTNB colorimetric CoA detection; inhibition, % at 12.5 µM; in the data active = inhibition above about 16%, passing the limit was not always enough; inconclusive = no clear call, values can overlap the other calls; note: strong numbers were not always called active
# Statin myotox sup: protects C2C12 myotubes from simvastatin toxicity; ATP luminescence, 48 h; scaled: DMSO 0, geranylgeraniol control 100; rescue of ATP level, % at 7.49 µM; 0.78% of 330,000 active; AID 602340;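 active = mean ATP rescue above about 67%, or every replicate alone reaching that limit, limit read from the data, passing the limit was not always enough; inconclusive = no clear call, values can overlap the other calls; inactive = mean under the limit and some replicate under it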;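 note: myotubes were challenged with 10 µM simvastatin during compound exposure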
# * = called active by the depositor; u = inconclusive; x = not tested or not shown. Not a hit list (roughly 2.9% active in at least one column).
SMILES,Cneo AK release,INS-1E GSIS act,ARNT-TACC3 inh,LGR2 antag,PGC1a acetyl inh,PAX8 inh HTS,PglD inh,Statin myotox sup
Cc1cc(C(=O)C(C)OC(=O)c2ccc(NC(=O)CC#N)cc2)c(C)n1-c1ccc(OC(F)F)cc1 (stereo not given),0,9,-4,4,-15,46,-1,-9
CC(C)Cn1c(N)c(C(=O)NCCN2CCOCC2)c2nc3ccccc3nc21,3,1,-26,0,-10,x,-11,-3
COc1ccc(C(=O)NCCOc2cccc(Oc3ccccc3)c2)cc1OC,1,-16,x,-16,-8,6,1,14
CCC(CC)c1nnc(NC(=O)C2=NNC(=O)CC2)s1,x,4,6,10,x,-4,x,x
CCC1CCCCN1CCCNC(=O)Cn1cc2c(n1)-c1c(oc(C(=O)N3CCCC3)c1C)CC2 (stereo not given),x,-4,5,6,5,0,x,-1
CO[C@@H]1CN(C)C(=O)c2ccc(NC(=O)C3CCC3)cc2OC[C@H](C)N(Cc2cccnc2)C[C@@H]1C,48,-12,-7,5,x,23,-1,-3
CN(C)c1nc(N)nc(Cn2ccnc2)n1,21,18,-3,x,12,-11,2,1
Cc1ccc(NC(=O)CCC(=O)N/N=C/c2coc3ccccc3c2=O)cc1,x,14,-5,19,x,-5,x,x
O=C(Cc1ccccc1)N1N=C(c2ccncc2)CC1(O)C(F)(F)F (stereo not given),-1,20,-2,5,u,6,3,7
COc1ccc(OCCCC(=O)OC(C)C(=O)Nc2ccc(C)cc2)cc1 (stereo not given),-2,-19,2,-9,1,-3,-1,-3
COc1cc(/C=N/NC(=O)c2cccnc2)ccc1OC(=O)c1ccc2c(c1)OCO2,-2,x,-9,x,3,1,2,x
COc1cc2c(cc1OC)C1=C(C#N)CN(CC(=O)O)CN1CC2,-1,-9,9,-30,-3,-19,-2,5
O=C(NCC1CCCO1)c1cnn2c(C(F)F)cc(C3CC3)nc12 (stereo not given),-1,2,x,-13,x,8,1,-2
COc1ccc(OC)c(CN2CCC(CNC(=O)Nc3cccc(Cl)c3)CC2)c1,x,-13,6,-3,x,2,x,-10
CCC(=O)N1CCc2cc(S(=O)(=O)CCC(=O)Nc3cccc(F)c3)ccc21,1,x,-3,x,-19,-7,-2,8
COc1ccc2cc(C3CC(c4cccs4)=NN3C(C)=O)c(Cl)nc2c1 (stereo not given),x,7,-6,15,-4,-6,x,6
Cc1ccc(N=Nc2ccc(O)c(P(=O)(c3ccccc3)c3ccccc3)c2)cc1,x,7,-4,0,-1,-5,x,45
CN(C)c1ccc(CNC(=O)C2CCN(S(=O)(=O)c3ccc4c(c3)oc(=O)n4C)CC2)cc1,1,6,6,3,-17,-55,3,38
C[C@H]1CN([C@@H](C)CO)C(=O)Cc2cc(NC(=O)Nc3ccc(C(F)(F)F)cc3)ccc2O[C@H]1CN(C)CC1CCCCC1,-1,20,-39,-6,-18,-7,-5,-20
Cc1nn(Cc2ccc(Cl)cc2)c(C)c1NC(=O)CCCn1nc(C)c([N+](=O)[O-])c1C,x,-21,8,12,x,16,x,x
NC(=O)CCN1CCC(c2nc3ccccc3s2)CC1,-1,2,1,5,7,-8,-4,5
CS(=O)(=O)N1CCCCN2[C@@H](CO)[C@@H](c3ccc(C4=CCCC4)cc3)[C@@H]2C1,-1,1,-1,-5,-5,0,-2,x
C/C(=N\Nc1ccc(F)cc1F)c1ccc(Br)s1,1,-3,-3,-18,4,8,-1,-9
COc1ccc(C)cc1-n1nc2ccccc2n1,1,11,x,18,2,-14,-1,6
C=CCn1c(SCC(=O)Nc2nccs2)nnc1-c1cc2cccc(OC)c2o1,2,x,-9,x,-46,x,-5,-2
CCOC(=O)C1CCCN(C(=O)c2ccco2)C1 (stereo not given),0,x,-2,x,x,5,-4,5
Cc1ccc(S(=O)(=O)N[C@H]2CC[C@@H](CCNC(=O)C3CCCCC3)O[C@H]2CO)cc1,-1,-6,-5,-7,-5,8,0,8
C[C@H]1C(=O)N(C)CCN1Cc1cn(C)nc1-c1ccc(Oc2ccccc2)cc1,0,3,-2,20,6,7,-1,1
CCC(=O)N1CCc2cc(S(=O)(=O)CCC(=O)NC3CCCCC3)ccc21,6,9,-6,-3,1,11,6,17
O=C(CSCc1c(F)cccc1Cl)NCCc1ccccc1,0,-10,-4,-5,-16,-10,2,-3
C[C@@H]1CN([C@H](C)CO)C(=O)c2ccccc2-c2ccccc2CO[C@@H]1CN(C)S(=O)(=O)c1ccc(C(F)(F)F)cc1,-3,-8,-18,0,-9,-14,6,-4
CCn1cc(C(=O)O)c(=O)c2cc(F)c(N3CCN(C(=S)NC(=O)c4ccccc4)CC3)cc21,x,-10,10,-16,-3,-2,x,x
CC1CCC(NC(=O)CN2C(=O)C3CC=CCC3C2=O)CC1 (stereo not given),0,4,-7,-4,7,-7,7,8
c1ccc(N/N=C2\CCCc3ccccc32)nc1,8,5,0,-25,7,22,-2,22
O=C(Nc1ccccc1C(=O)Nc1ccncc1)c1cccc([N+](=O)[O-])c1,2,23,-1,4,x,5,x,x
CC(=O)Nc1ccc(NC(=O)C(NS(=O)(=O)c2ccc3c(c2)OCCO3)C(C)C)cc1 (stereo not given),1,7,-11,-2,-3,7,4,1
Cc1noc(C)c1C(=O)OCC(=O)NCCc1ccc(Cl)cc1,1,x,-7,x,-3,-3,0,0
O=C(CSc1nccc(=O)[nH]1)N1CCCc2ccccc21,1,x,4,x,x,x,-5,10
CC(C)NC(=O)Nc1ccc2c(c1)C(=O)N([C@@H](C)CO)C[C@H](C)[C@@H](CN(C)S(=O)(=O)c1ccc(F)cc1)O2,0,2,0,35,2,-3,8,4
CC(C)NC(=O)Nc1ccc2c(c1)C(=O)N([C@@H](C)CO)C[C@@H](C)[C@@H](CN(C)Cc1ccc3c(c1)OCO3)O2,-2,16,-5,2,-3,0,3,2

# Among those listed so far, these have an aryl thioether with sulfur outside any ring:
SMILES,Cneo AK release,INS-1E GSIS act,ARNT-TACC3 inh,LGR2 antag,PGC1a acetyl inh,PAX8 inh HTS,PglD inh,Statin myotox sup
C=CCn1c(SCC(=O)Nc2nccs2)nnc1-c1cc2cccc(OC)c2o1,2,x,-9,x,-46,x,-5,-2
O=C(CSc1nccc(=O)[nH]1)N1CCCc2ccccc21,1,x,4,x,x,x,-5,10

# Next section
SMILES,Cneo AK release,INS-1E GSIS act,ARNT-TACC3 inh,LGR2 antag,PGC1a acetyl inh,PAX8 inh HTS,PglD inh,Statin myotox sup
COC(=O)[C@H](C)NC(=O)NC(C)CCc1ccccc1 (stereo not given in full),2,1,-6,-7,4,x,5,-11
CCOC(=O)C1CCN(CC(=O)c2c(C)n(C)c3ccc(OC)cc23)CC1,0,4,42,-6,6,-16,6,9
O=C(CSc1nnc(Cc2ccccc2)n1Cc1ccco1)NC12CC3CC(CC(C3)C1)C2,-6,x,-1,x,-10,x,0,45
CN(C)C(=O)c1cccc(-c2ccc([C@H]3[C@H](CO)N4C(=O)CN(C(=O)C5CCCCC5)C[C@@H]34)cc2)c1,x,0,x,-10,-15,-2,x,x
CCn1c(CN2c3ccccc3Sc3ccccc32)n[nH]c1=S,2,x,-8,x,-2,-14,5,86*
CCOc1ccc(NC(=O)N(C2CCCCC2)C(C)c2ccncc2)cc1 (stereo not given),-2,x,6,x,5,x,-1,-14
NC(=O)[C@@H]1CCCCNc2c(F)cc([N+](=O)[O-])cc2C(=O)N[C@@H](CCCN=C(N)N)C(=O)NCC(=O)N1,3,18,6,12,-3,14,-4,5
COc1ccc(S(=O)(=O)N2CCCCN3[C@H](CO)[C@H](c4ccc(C#CCC(C)C)cc4)[C@@H]3C2)cc1,0,3,11,5,-5,26,2,x
O=C(CN(c1cccc(C(F)(F)F)c1)S(=O)(=O)c1ccc(Cl)c([N+](=O)[O-])c1)NCc1ccccc1Cl,18,3,-3,2,x,x,-3,x
CNS(=O)(=O)c1ccc2c(c1)[nH]c(=S)n2C,3,34,x,14,15,4,-1,-4
Cc1ccc(OCCNS(=O)(=O)c2ccc(Cl)cc2)cc1,-2,2,-13,12,x,1,-2,10
CC(C)(C)c1ccc(C(=S)N2CCN(c3ccccc3)CC2)cc1,3,-13,-11,-10,x,-3,4,4
Cc1ccc(C(C)NC(=O)c2cccs2)cc1C (stereo not given),x,x,5,-5,2,-11,x,x
CCCCN(C(=O)CCCc1nc2ccccc2s1)c1c(N)n(CCCC)c(=O)[nH]c1=O,-1,29,-5,3,2,18,0,1
COc1ccc(CNC(=O)C(c2cccs2)N(Cc2ccco2)C(=O)Cc2cccs2)cc1 (stereo not given),2,x,x,x,-21,x,1,8
COc1ccc(C(=O)OCC(=O)Nc2sccc2C(N)=O)cc1[N+](=O)[O-],1,-6,2,11,5,11,4,8
CCCN1[C@H](C(=O)N[C@@H](C)c2ccccc2)[C@@H](CO)[C@@H]2Cn3c(ccc(-c4cccc(F)c4)c3=O)[C@@H]21,-2,-14,2,2,x,x,6,7
CCCNC(=O)NC(=O)CSc1nncs1,x,18,x,-12,-18,-9,x,x
CNC(=O)c1cc(C(=O)c2ccc(C(F)(F)F)cc2F)c[nH]1,x,-2,-4,24,5,-2,x,-1
Cc1ccc(S(=O)(=O)N2C[C@@H]3[C@H]4CC[C@H](C4)[C@@H]3[C@@H](C)[C@@H]2c2ccn(Cc3ccccc3)c2)cc1,0,-4,0,3,x,4,-4,7

# Filtered by structure, those above with a cyano group (2)
SMILES,Cneo AK release,INS-1E GSIS act,ARNT-TACC3 inh,LGR2 antag,PGC1a acetyl inh,PAX8 inh HTS,PglD inh,Statin myotox sup
Cc1cc(C(=O)C(C)OC(=O)c2ccc(NC(=O)CC#N)cc2)c(C)n1-c1ccc(OC(F)F)cc1 (stereo not given),0,9,-4,4,-15,46,-1,-9
COc1cc2c(cc1OC)C1=C(C#N)CN(CC(=O)O)CN1CC2,-1,-9,9,-30,-3,-19,-2,5

# Next part:
SMILES,Cneo AK release,INS-1E GSIS act,ARNT-TACC3 inh,LGR2 antag,PGC1a acetyl inh,PAX8 inh HTS,PglD inh,Statin myotox sup
C[C@@H]1CCCCO[C@@H](CN(C)CC2CCCCC2)[C@@H](C)CN([C@@H](C)CO)C(=O)c2cc(NC(=O)Nc3cccc4ccccc34)ccc2O1,-1,-15,8,7,-19,-4,2,x
CNC(=O)c1c(NC(=O)CCS(=O)(=O)c2ccc(Cl)cc2)sc2c1CCN(C(=O)OC)C2,4,-34,-5,-1,-8,45,1,35
Cc1ccc(CCNC(=O)CS(=O)Cc2nc(-c3ccccc3F)oc2C)cc1 (stereo not given),x,-19,-2,-3,x,10,x,x
Cc1cccn2cc(CCNC(=O)c3cccs3)nc12,-2,-3,-1,8,5,-14,7,x
O=C1OCCC1Sc1nnc(-c2cccc(Br)c2)o1 (stereo not given),1,-3,-7,14,-38,x,0,-9
O=C(NCC[C@H]1CC[C@H](NS(=O)(=O)c2ccc(Cl)cc2)[C@@H](CO)O1)c1ccc2c(c1)OCO2,0,-1,4,-1,-4,x,1,5
Cc1ccc(-c2cn3cccc(C)c3n2)cc1,x,4,-11,16,0,-69,x,x
CC(C)CC(=O)Nc1nc(-c2ccc(S(=O)(=O)N3CCOCC3)cc2)cs1,-2,26,5,-8,-2,5,1,x
Cc1ccc(NCC(=O)Nc2ccc(Br)cc2)cc1C,2,10,-4,4,25,-6,-6,0
CN(C)c1nc(N)c([N+](=O)[O-])c(N2CCCCCC2)n1,5,3,2,-13,0,23,-5,4
Cc1ccccc1OCCC(=O)NCCc1ccc(S(N)(=O)=O)cc1,x,23,-1,12,x,4,x,x
O=C(NC1CC1)C1=C[C@H](C2CCCCC2)C[C@H](OCc2ccc(CO)cc2)O1,-1,4,-3,33,x,6,1,-6
COc1cc2c(C(=O)N3CCN(C)CC3)c(C)oc2cc1Br,1,x,-1,x,x,13,-1,2

# Assay outcomes: PubChem BioAssay, Broad Institute
